Screening data: PubChem, The Scripps Research Institute Molecular Screening Center
OX1R antag-1: antagonists of human orexin 1 receptor (OX1R). OX1R-expressing cells, FRET antagonist read-out. AID 485270, 2010. Orexin/Hypocretin receptor type 1 (Homo sapiens), O43613. inhibition, % at 6.6 µM. 330,000 compounds, 1.8% hits; in the data active means inhibition mostly above about 38%, no sharp cut-off; inactive means mostly below about 40%;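 further: 0% = agonist challenge alone and 100% = reference antagonist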
Target sequence (O43613 whole entry, looked up): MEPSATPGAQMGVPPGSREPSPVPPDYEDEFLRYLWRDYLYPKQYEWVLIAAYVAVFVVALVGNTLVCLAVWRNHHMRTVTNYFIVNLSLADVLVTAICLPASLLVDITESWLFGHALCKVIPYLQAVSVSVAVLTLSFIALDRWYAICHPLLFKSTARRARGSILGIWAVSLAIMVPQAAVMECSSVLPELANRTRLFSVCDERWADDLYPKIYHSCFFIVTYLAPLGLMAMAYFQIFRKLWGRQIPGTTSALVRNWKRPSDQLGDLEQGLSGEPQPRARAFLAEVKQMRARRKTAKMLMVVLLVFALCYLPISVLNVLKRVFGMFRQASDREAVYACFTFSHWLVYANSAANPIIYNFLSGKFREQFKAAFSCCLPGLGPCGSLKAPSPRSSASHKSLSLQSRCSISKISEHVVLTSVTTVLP
OX1R antag-2: OX1R (HCRTR1) antagonists, primary screen, fluorescence, CHO/OX1R cells, Fluo-8 calcium, orexin A. Fluo-8 calcium fluorescence. inhibition, % at 5 µM. AID 434989, 2010. 330,000 compounds, 0.43% hits;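 active means inhibition above its plate's threshold, mean inhibition of all tested compounds on the plate plus 3 SD, cut at about 37% in these data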;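 further: 0% = orexin A challenge wells and 100% = SB-334867-A antagonist wells; not every result past the cut was called active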
The depositor's hits bear a star.

Under each structure: OX1R antag-1	OX1R antag-2
O=C(Nc1c(C(=O)N2CCOCC2)cnn1-c1ccccc1)c1ccc([N+](=O)[O-])cc1
  24	-11
CC1(C)CC(=O)C2=C(C1)N(Cc1ccc(F)cc1)C(=O)C2(NC(=O)c1cccnc1)C(F)(F)F (configuration not stated)
  34	-17
Cc1ccc(NC(=O)CCc2c(C)nn(-c3ccc(N4CCCCC4)nn3)c2C)cc1C
  10	-39
CC1CC(C)CN(CC(=O)c2c[nH]c3ccccc23)C1 (configuration not stated)
  20	-7
O=S(=O)(Nc1ccc2c3c(cccc13)CC2)c1ccc(F)cc1
  4	-6
Cc1ccccc1C(=O)N1CCC(C(=O)N2CCN(Cc3ccc4c(c3)OCO4)CC2)CC1
  9	-10
Cc1ccc(-c2nc3ccccc3c(=O)n2N)cc1
  -6	-7
CC(C)(C)CN1C(N)=NC[C@@H]1Cc1ccc(O)cc1
  27	-17
COc1ccc(N2C(=NC(=O)C3CCCCC3)SC3CS(=O)(=O)CC32)cc1OC (configuration not stated)
  7	-9
O=C(NCc1cccnc1)c1cn(-c2ccccc2)nc1-c1ccccc1
  3	-12
O=C(CSc1nnc(-c2ccccc2F)n1C1CC1)NCc1ccco1
  6	-12
O=C(CSc1ccc2ccccc2n1)NCCCN1CCCC1=O
  -4	-7
Cn1cccc1CC(=O)N/N=C/c1ccc(Cl)cc1
  26	-14
CCCCOCCCNC(=O)CN1C(=O)c2ccccc2C1=O
  31	-6
COc1ccc(C2=NN(S(C)(=O)=O)C(c3cccs3)C2)cc1OC (configuration not stated)
  9	-7

Entries listed so far containing sulfur:
Under each structure: OX1R antag-1	OX1R antag-2
O=S(=O)(Nc1ccc2c3c(cccc13)CC2)c1ccc(F)cc1
  4	-6
COc1ccc(N2C(=NC(=O)C3CCCCC3)SC3CS(=O)(=O)CC32)cc1OC (configuration not stated)
  7	-9
O=C(CSc1nnc(-c2ccccc2F)n1C1CC1)NCc1ccco1
  6	-12
O=C(CSc1ccc2ccccc2n1)NCCCN1CCCC1=O
  -4	-7
COc1ccc(C2=NN(S(C)(=O)=O)C(c3cccs3)C2)cc1OC (configuration not stated)
  9	-7

(next part)
Under each structure: OX1R antag-1	OX1R antag-2
COc1ccc(S(=O)(=O)N2CCC(C(=O)NCCc3ccc4c(c3)OCO4)CC2)cc1
  3	-7
CC1(C)Cc2ccccc2C(/C(=N\Nc2cccc(Cl)c2)C(N)=O)=N1
  3	-50
CCOC(=O)c1ccc(NC(=O)Cc2coc3cc4c(cc23)CCC4)cc1
  22	-17
O=C(NCCCN1CCOCC1)c1cc(-c2ccc(F)cc2)on1
  2	0
CCC1CCCCN1C(=O)CSc1nnc(-c2cccc(Cl)c2)o1 (configuration not stated)
  10	-18
Cc1cc(C)cc(OCCn2nnc3ccccc32)c1
  10	-9
O=C(COc1ccccc1)N(Cc1ccco1)c1ccc(O)cc1
  11	-4
CC(NC(=O)CCC(=O)N1CCCCCC1)c1ccccc1 (configuration not stated)
  -1	1
COc1ccc(NC(=O)Cn2c(=O)n(-c3ccc(CC(=O)NCc4ccco4)cc3)c(=O)c3ccccc32)cc1
  4	14
O=C(O)CC(NC(=O)/C(=C/c1ccccc1)NC(=O)c1ccccc1)c1ccccc1 (configuration not stated)
  -1	-10
O=C(Nc1nnc(C2CCCC2)s1)C1CCC1
  27	-24
CC1CCCCC1NC(=O)CCn1ccc2cc(S(=O)(=O)N3CCCC3)ccc21 (configuration not stated)
  6	-42
COc1ccc(C(=O)Cn2c(NCCCO)nc3ccccc32)cc1OC
  5	-12
Cc1ccccc1C(=O)NCCCNC(=O)c1cnccn1
  15	-19
CSc1nnc(-c2ccc(Cl)cc2Cl)o1
  -1	-12
CC1=Nc2ccccc2/C1=C\c1sc(Nc2ccc(C)cc2)nc1O
  25	-5
CC(C)N(CCO)C(=O)C(c1ccccc1)c1ccccc1
  14	-15
Cc1ccc(S(=O)(=O)N(C)C)cc1NC(=O)COC(=O)Cc1ccsc1
  11	3
Cc1cc(-c2csc(Nc3ccccn3)n2)ccc1F
  26	-7
O=C(CN1C(=O)c2cccc3cccc1c23)N1CCN(Cc2ccc3c(c2)OCO3)CC1
  44	-14
Cc1ccc(C)c2[nH]c(=O)c(CN(CCN3CCCC3)C(=O)Nc3cccc(Cl)c3)cc12
  17	-22
CCC(=O)c1ccccc1OCCN1CCN(CC)CC1
  18	1
CCCCN(C)C(=O)c1ccc2c(c1)N(CC)C(=O)c1ccccc1S2(=O)=O
  4	-38
C=CCNC(=S)Nc1ccc2nsnc2c1
  44	-6
CC1CCN(S(=O)(=O)c2ccc3ncn(CC(=O)N(C)C4CCCCC4)c(=O)c3c2)CC1
  21	-9
Cn1c(=N)n(CC(=O)c2ccc(Br)cc2)c2ccccc21
  3	-31
CCCCCn1c(CCNC(=O)c2cccs2)nc2ccccc21
  12	-15
O=C(O)CN1C(=O)SC(Nc2ccccc2)C1=O (configuration not stated)
  13	-6
Cc1ccc(-c2c(C)sc3ncn(CC(=O)N4CCOCC4)c(=O)c23)cc1C
  12	-17
NC(=O)C1CCN(C(=O)c2ccc(Cl)c(S(=O)(=O)N3CCCCCC3)c2)CC1
  7	-21

(listing goes on)
molecule,OX1R antag-1,OX1R antag-2
Cc1ccccc1-n1c(SCC(=O)N/N=C/c2ccccc2OCC(=O)O)nc2ccccc2c1=O,17,-22
O=C(NCCc1ccccn1)c1ccc(COc2ccccc2)o1,21,-1
CCc1nccn1Cc1cc(C=O)ccc1OC,6,-3
COc1cc(OC)c(C(=O)Nc2ccc(S(=O)(=O)Nc3ncccn3)cc2)cc1OC,14,-3
CCC(C)NC(=O)CCC(=O)Nc1ccc2nc(N3CCOCC3)cc(C)c2c1 (configuration not stated),11,-9
CCOc1ccccc1OCCC(=O)NNC(=O)Cn1nc(C)cc1C,13,-20
Cc1ccc(CNC(=O)CN2C(=O)NC(C)(c3ccccc3Cl)C2=O)cc1 (configuration not stated),9,-30
Cc1ccc2c(C)c(C(=O)N(C)CCC3CCCCO3)oc2c1C (configuration not stated),23,35
C#CC1CCCCC1NC(=O)Nc1cnccc1C(F)(F)F (configuration not stated),5,-9
O=C(O[C@@H]1[C@H](Cc2ccccc2)NS(=O)(=O)[C@H]2C[C@@H]3C=C[C@]12O3)c1ccccc1Br,52*,36
CC(=O)c1ccc(NC(=S)NNC(=O)NC2CCCCC2)cc1,25,-19
CCOc1ccc(C2Oc3nc(SC)nnc3-c3ccccc3N2C(C)=O)cc1OC (configuration not stated),19,-5
Cc1ccc(/C=N/Nc2nc3ccccc3s2)o1,21,-26
CCOC(=O)c1cnn(-c2ccc(Cl)cc2)c1C1CCN(C(=O)OC(C)(C)C)CC1,3,-29
O=C(N1CCC(O)(c2cccnc2)CC1)C12CC3CC(CC(C3)C1)C2,32,-13
O=C(Nc1ncn[nH]1)c1ccc([N+](=O)[O-])cc1[N+](=O)[O-],53*,-10
CCOc1ccc(C(CC(=O)O)n2cnnn2)cc1 (configuration not stated),16,-15
O=C(Nc1ccc(SC(F)F)cc1)c1ccc2nccnc2c1,52*,86*
CCC(C)N=CC1=C(O)CC(c2ccccc2)CC1=O (configuration not stated),20,-24
c1cnc(Oc2ccc(-c3nnco3)cc2)cn1,11,-16
Cc1sc2nc(C3CC3)nc(SCC(=O)N3CCCc4ccccc43)c2c1C,19,-29
CCOC(=O)CNC(=O)CSc1nnnn1-c1cc(C)ccc1C,7,-17
N#Cc1cccc(C(=O)OCC(=O)NCc2ccco2)c1,5,-4
CC(C)(C)Nc1c(-c2cccs2)nc2ccccn12,10,-30
O=C(CN1C(=O)c2ccccc2C1=O)NCCc1c[nH]c2ccccc12,5,-2
CN(C(=O)c1cccc(NC(=O)c2ccccc2)c1)C1CCCCC1,10,-11
COc1cccc(C2c3c(oc4ccc(F)cc4c3=O)C(=O)N2CCCN2CCOCC2)c1 (configuration not stated),10,-22
COc1cccc(/C=N/n2c(COc3ccccc3)n[nH]c2=S)c1O,-8,6
CCN(CC(=O)NCc1cccs1)C(=O)Cc1ccc(C)c(C)c1,12,-105
COc1ccc(-c2oc(=O)c3cc(OC)c(OC)cc3c2C(F)(F)F)cc1,0,-3
CCOc1ccccc1/C=C(\NC(=O)c1ccccc1)C(=O)NCCC(=O)O,28,1
O=C(CN(C(=O)c1csnn1)c1cccc(C(F)(F)F)c1)NC1CCCC1,2,-18
COc1cc(/C=C/C(=O)OCC(=O)Nc2cc(S(=O)(=O)N3CCOCC3)ccc2Cl)cc(OC)c1OC,2,-2
Cc1onc(-c2ccccc2)c1C(=O)NCc1cccc(Cl)c1,15,-27
CCOC(=O)n1ccc(C(=O)Nc2ccccc2F)n1,7,-7
CCn1c(C(=O)N2CCC(C(=O)N3CCN(c4ccccn4)CC3)CC2)cc2sccc21,4,-27
Cc1nc2ccccc2n1S(=O)(=O)N(C)C,11,-14
COc1ccc(NC(=O)COC(=O)CN2C(=O)NC(C)(C)C2=O)cc1,4,2
c1ccc(CCNc2ncnc3c2nnn3Cc2ccccc2)cc1,13,-11
O=C(Nc1ccc(NC(=O)C2CCCCC2)nc1)c1cccs1,16,-28

A different layout for four compounds above.
COc1cc(/C=C/C(=O)OCC(=O)Nc2cc(S(=O)(=O)N3CCOCC3)ccc2Cl)cc(OC)c1OC
- OX1R antag-1: 2
- OX1R antag-2: -2

Cc1onc(-c2ccccc2)c1C(=O)NCc1cccc(Cl)c1
- OX1R antag-1: 15
- OX1R antag-2: -27

CCOC(=O)n1ccc(C(=O)Nc2ccccc2F)n1
- OX1R antag-1: 7
- OX1R antag-2: -7

CCn1c(C(=O)N2CCC(C(=O)N3CCN(c4ccccn4)CC3)CC2)cc2sccc21
- OX1R antag-1: 4
- OX1R antag-2: -27

Carrying on.
molecule,OX1R antag-1,OX1R antag-2
CNC(=S)NNC(=O)c1sc(-c2cc(C)on2)nc1C,12,-1
Cc1cccc(N2CCN(S(=O)(=O)c3ccc(-c4coc(C)n4)cc3)CC2C)c1 (configuration not stated),17,-17
CC(C)c1ccc(NC(=S)Nc2ccc3cn[nH]c3c2)cc1,23,-16
N=C1/C(=C/c2ccco2)C(=O)N=C2SC(CC(=O)N3CCCC3)=NN12,3,1
Cc1ccc(O)c(N=Cc2ccc(C)s2)c1,33,-6
COc1ccc(OC)c(/C(O)=C/C(=O)C(=O)Nc2cc(C)ccc2OC)c1,15,-32
Cc1n[nH]c(C)c1S(=O)(=O)N(C)Cc1ccco1,7,9
CCOC(=O)Cc1csc(N/N=C\c2ccc(N(C)C)cc2)n1,-9,-14
CCOC(=O)C1=C(CCc2ccccc2)NC(=O)NC1c1ccc(C#N)cc1 (configuration not stated),31,-28
CCN(CC)CCOC(=O)c1ccc(N/C=C(/C#N)c2nc(-c3ccc(OC)c(OC)c3)cs2)cc1,9,-37
O=C1OCCC1Sc1nnc(-c2ccc3c(c2)OCO3)n1-c1ccccc1 (configuration not stated),30,-10
O=C(CC1N=C2c3ccccc3N=C(SCc3ccc(Cl)cc3)N2C1=O)NCc1ccco1 (configuration not stated),31,-16
Cc1ccc(S(=O)(=O)n2cnc3cc([N+](=O)[O-])ccc32)c(C)c1C,39,-18
CC(C)(C)c1ccc(-c2nnc(SCCC#N)n2C2CCCC2)cc1,27,-41
COc1ccc(OC)c(S(=O)(=O)NC2CC2)c1,-7,-2
CCOc1ccccc1NC(=O)CN1CCC(NC(=O)c2ccccc2C)CC1,16,-29
Cc1ccc2c(N)c(C#N)sc2n1,20,-17
COC(=O)C1=C(C)N(Cc2ccccc2)C(=NCc2cc(OC)c(OC)c(OC)c2)N[C@H]1c1ccccc1,33,-23
CCN(Cc1ccccc1)Cc1cc(OC)cc(OC)c1,7,-11
O=C(O)c1ccc(CNCc2cccc(Cl)c2)cc1,22,-13
Cn1c2ccccc2c2cc(C(=O)O)ccc21,1,5
COc1ccc(N/C(C)=C2/C(=O)C(=O)N(CCO)C2c2ccc(Br)cc2)cc1 (configuration not stated),8,1
CC(C)c1csc(CN2CCC(N3CCC(C(=O)N4CCOCC4)CC3)CC2)n1,14,-18
O=S(=O)(c1cccc2cccnc12)N1CCOCC1,-4,-10
CCC(=O)Nc1c2c(nn1-c1cccc(Cl)c1)CS(=O)(=O)C2,10,2
O=c1c(-c2ccnn2-c2ccccc2F)cnc2n1CCS2,12,-15
CCOC(=O)c1cc2sccc2n1CC(=O)Nc1ccc2c(c1)OCCO2,-2,-32
CCOC(=O)C(NC(=O)c1ccccc1)(Nc1cc(C)on1)C(F)(F)F (configuration not stated),17,-15
O=C(CCC(=O)c1cccs1)NNC(=O)c1ccc(Cl)cc1,3,-1
COc1ccc(C(=O)Nc2ccc(N3CCN(C)CC3)cc2)cc1[N+](=O)[O-],40,-21
O=C(COc1coc(CN2CCN(Cc3ccccc3)CC2)cc1=O)Nc1ccccc1,14,-15

Outcome played no part in choosing rows; about 2% have a hit in one of these screens.
